PTHR1 agonist – agonists of human PTHR1 parathyroid hormone receptor | Q03431 | AID 743266 | Potency, µM (series often up to 115 µM), for inactives: at the top dose activation, usual class: activators | HEK293 GP2 PTHR1 cells, GloSensor cAMP luminescence, 1 h | hit rate 0.075% among 410,000; further: potency means the concentration at half of the fitted maximal effect; nearly all actives have a fitted effect of over 55% in size; some results filed as inactive show a strong effect at the top dose; inactives centre near -15; many of its hits are not listed in these tables
Target sequence (Q03431 whole entry, looked up): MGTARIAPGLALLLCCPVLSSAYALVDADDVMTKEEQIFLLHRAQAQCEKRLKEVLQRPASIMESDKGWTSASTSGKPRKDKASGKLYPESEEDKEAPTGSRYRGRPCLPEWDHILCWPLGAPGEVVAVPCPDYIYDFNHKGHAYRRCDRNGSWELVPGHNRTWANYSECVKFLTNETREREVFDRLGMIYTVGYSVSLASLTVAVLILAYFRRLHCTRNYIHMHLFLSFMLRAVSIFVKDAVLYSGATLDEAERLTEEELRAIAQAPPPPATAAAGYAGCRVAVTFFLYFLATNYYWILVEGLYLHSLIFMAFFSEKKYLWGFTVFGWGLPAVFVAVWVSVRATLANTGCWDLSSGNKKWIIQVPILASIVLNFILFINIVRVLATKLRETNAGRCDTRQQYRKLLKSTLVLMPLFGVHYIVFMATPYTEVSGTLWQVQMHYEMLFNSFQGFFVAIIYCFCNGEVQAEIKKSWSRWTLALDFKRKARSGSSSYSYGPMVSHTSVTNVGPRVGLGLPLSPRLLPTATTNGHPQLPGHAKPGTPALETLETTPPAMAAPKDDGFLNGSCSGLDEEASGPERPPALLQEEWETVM
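HEK-293-derived GP2 cells expressing PTHR1 and a GloSensor cAMP reporter, 3,000/well, plated overnight, given luciferin plus IBMX (each 0.5 mM as added) for 1 h at 37 °C, then compound for 1 h at 37 °C. Luminescence was read after 15 min at room temperature.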
CCT chaperon mod – cytosolic chaperonin activity modulation; AID 651819; purified chaperonin ATPase assay, HTRF ADP detection, 30 min; activity change, % (concentration not given with the values), hits read low; hit rate 0.3% among 360,000; in the data active means activity change below about -30%; further: on the % scale 0 is the no-effect control and ±100 the full control effect
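We incubate TRiC, 40 or 20 nM final, with library compounds at 76 uM and 10 uM ATP for 30 min at 37 °C. ADP formed is detected with Transcreener HTRF reagents after 30 min at room temperature.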
EPAC2 agonist – activates human EPAC2 exchange factor. EPAC2 activation, biochemical qHTS; response scale: 100% = 6.5 mM cAMP response. Potency, µM (top dose mostly 154 µM), for inactives: top-dose activation, actives largely listed as activators. hit rate 0.079% among 360,000; further: potency means the concentration at half of the fitted maximal effect; nearly all actives have a fitted effect of over 50% in size
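Nucleotide exchange monitored as fluorescence drop when BODIPY-GDP leaves Rap1B. Reaction: 100 nM EPAC2, 250 nM RAP1B-BODIPY-GDP, 50 uM GDP, room temperature, kinetic read over 30 min. Activity expressed relative to 6.5 mM cAMP.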
DRD3 antagonist – D3 dopamine receptor (human) antagonism; P35462; D3R cells, DiscoveRx beta-arrestin luminescence, antagonist mode; hits give low values; max response, negative = inhibition, %; hit rate 2.5% among 360,000; AID 652054; in the data active means max response below about -50%; inconclusive means no clear call, values can overlap the other calls; further: on the % scale 0 is the no-effect control and ±100 the full control effect; mostly tested at two doses, the higher about 12 µM
Target sequence (P35462 whole entry, looked up): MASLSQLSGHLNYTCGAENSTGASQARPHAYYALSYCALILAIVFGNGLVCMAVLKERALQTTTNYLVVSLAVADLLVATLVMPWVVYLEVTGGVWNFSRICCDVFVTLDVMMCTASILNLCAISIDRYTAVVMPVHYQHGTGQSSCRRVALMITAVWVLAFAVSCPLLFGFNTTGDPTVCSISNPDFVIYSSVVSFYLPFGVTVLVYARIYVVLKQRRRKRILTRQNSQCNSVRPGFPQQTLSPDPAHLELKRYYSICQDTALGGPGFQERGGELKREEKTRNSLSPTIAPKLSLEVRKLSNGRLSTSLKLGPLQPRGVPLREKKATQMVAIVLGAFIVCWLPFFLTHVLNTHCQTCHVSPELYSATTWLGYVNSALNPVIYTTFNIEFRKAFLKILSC
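Cells plated overnight at 1500 cells/well, then exposed to library compounds with dopamine controls for 90 minutes at 37 degrees C. DiscoveRx reagent added for 30–60 minutes at room temperature; luminescence read, quantitative HTS format.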
pAkt inh – Akt phosphorylation inhibition. Neuro2A IGF-stimulated pAkt S473 HTRF, 20 min; hits give low values. activity change, % for hits at 50 µM. hit rate 0.32% among 360,000; in the data active means activity change below about -80%; inconclusive means mostly about -51% to -80%; further: on the % scale 0 is the no-effect control and ±100 the full control effect
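Single-point screen (50 µM final compound) in Neuro2A cells stimulated 20 min with 6 nM IGF at 37 deg C. After lysis, Ser473-phosphorylated Akt read by HTRF (ex 330 nm, em 615/665 nm) as the 665/615 ratio.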
EPAC2 antagonist – EPAC2 (human) antagonism | Q8WZA2 | EPAC2 GEF exchange of Rap1B-BODIPY-GDP, fluorescence | Potency, µM (titrated, usually from 114 µM), for the others: at the top dose activity, negative = inhibition, most hits filed as inhibitors | hit rate 0.18% among 360,000 | AID 720708; further: potency means the concentration at half of the fitted maximal effect; on the % scale 0 is the no-effect control and ±100 the full control effect; nearly all actives have a fitted effect of over 45% in size; many of its hits are not listed in these tables
DRD3 agonist – D3 dopamine receptor (human) agonism; P35462; D3R DiscoveRx beta-arrestin cells, luminescence, 90 min; max activation, %; hit rate 0.58% among 410,000; AID 652048; in the data active means max activation above about 30%; further: 0% is about no effect; mostly tested at two doses, the higher about 12 µM
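Agonist mode: compounds and dopamine controls were applied to plated cells for 90 min at 37 degrees C after an overnight attachment at 1500 cells/well. Luminescent read-out followed 30 - 60 minutes at room temperature with DiscoveRx detection reagent.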
MmCpn inh – blocks the Methanococcus maripaludis chaperonin Mm-Cpn | purified Mm-Cpn ATPase, ADP Transcreener TR-FRET | Potency, µM (top dose mostly 76.9 µM), for inactives: at the highest dose activity, negative = inhibition, actives largely listed as inhibitors | hit rate 0.031% among 330,000; further: potency means the concentration at half of the fitted maximal effect; on the % scale 0 is the no-effect control and ±100 the full control effect; nearly all actives have a fitted effect of over 80% in size
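ATP (10 uM final) was added to archaeal chaperonin (25 nM final) after 10 min exposure to test compound at 37°C; after 30 min further incubation, ADP was detected by competitive TR-FRET.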
The depositor's hits bear a star; i = inactive; ? = inconclusive; nt = no result given; [ ] = another dose, or the depositor's remark. Unless noted, the call rests on the fitted dose curve; in most records, active means well fitted curve in the direction sought with a large enough effect; inconclusive means small, poorly fitted or top-dose-only effect, or another doubt; inactive means no such curve, though single readings can be large; an effect the other way counts as inactive or inconclusive. Not all compounds are listed (hit frequency here may not be typical).

Structure	pAkt inh	DRD3 antagonist	EPAC2 agonist	DRD3 agonist	EPAC2 antagonist	MmCpn inh	CCT chaperon mod	PTHR1 agonist
COc1cc(C(=O)OCC(=O)c2c(N)n(C)c(=O)n(C)c2=O)ccc1OCCC(C)C	i	3	-10%	2	-8%	2%	0.9	i
O=C1c2ccccc2C(=O)N1CCCc1nc(-c2ccncc2)no1	nt	23	3%	5	2%	1%	1.9	-17%
CC(=O)N(CC(=O)N(CC(=O)O)c1ccc(Cl)cc1)c1ccc(Cl)cc1	i	25	7%	7	14%	nt	-0.6	-2%
CCCCNCC#CCOc1cc(C)ccc1C(C)C	i	-52*	4%	0	-3%	-3%	0.6	-15%
CCN1CCN(c2ccc(NC(=O)c3ccc(C#N)cc3F)cc2Cl)CC1	i	9	4%	-5	-1%	1%	-1.8	i
Cn1nnnc1SCC(=O)N1CCN(Cc2ccccc2)CC1	i	21	17%	11	-3%	-2%	0.1	i
CCOC(=O)N1CCN(CC(=O)Nc2cccc(Br)c2)CC1	nt	27	-82%[15.6 µM]	6	-15%	0%	1.9	0%[57.5 µM]
C=CCn1c(SCc2ccc(Cl)c(Cl)c2)nnc1C(CO)NC(=O)c1ccc(OC)cc1 (centres undefined)	i	-26	-13%	-9	-4%	-1%	-1.7	-31%[inhibitor]
CCCCCCCCCc1nc2sc3c(c2c(=O)n1NC(=O)c1ccc([N+](=O)[O-])cc1)CC(C)(C)OC3	i	13	2%	5	-1%	1%	-1.4	i
NC(=O)CC(NC(=O)c1ccccc1)c1ccc(NCc2ccc(F)c(F)c2)c([N+](=O)[O-])c1 (centres undefined)	i	-5	-1%	3	-2%	-2%	-0.5	-31%[inhibitor]
O=C(NCc1ccc2c(c1)OCO2)c1cc(COc2c(F)cccc2F)on1	i	8	8%	1	-3%	-1%	-0.3	-18%
CCCCN(Cc1cc2cc(OC)ccc2[nH]c1=O)S(=O)(=O)c1ccc(C)cc1	i	47	12%	0	-23%	1%	0.4	-93%[inhibitor]
CC(=O)N(c1ccc(N(C(C)=O)S(=O)(=O)c2ccccc2)cc1)S(=O)(=O)c1ccccc1	i	-21	10%	-10	20%	5%	-1.4	-19%
Cc1nnc(NC(=O)C2(c3ccccc3)CCOCC2)s1	i	13	2%	7	-7%	-1%	-0.5	-2%[57.5 µM]
CC(C)(C)c1cc(C(=O)Nc2ccccc2)ccn1	i	-20	9%	1	11%	1%	-1.0	i
COc1ccc(NC(=O)c2ccccc2NC(=O)c2ccccc2C(=O)O)c(OC)c1	i	-1	-6%	3	4%	1%	0.9	-24%
N#CCCN(CCN1CCCC1)S(=O)(=O)c1ccc(-c2ccc([N+](=O)[O-])cc2)cc1	i	6	5%	-1	8%	2%	-1.6	i
COc1ccccc1N(CC(=O)NCC1CCCO1)C(=O)CNS(=O)(=O)c1ccc(C)cc1 (centres undefined)	i	24	-13%	11	5%	2%	0.5	-11%[57.5 µM]
COc1ccc(-n2cnnc2SCC(=O)NC2CC2)cc1	i	21	9%	4	5%	nt	-1.5	i
CSc1nnc(C)c(=O)n1COC(=O)c1ccc(S(=O)(=O)N(C)C)cc1	i	4	-3%	8	1%	-2%	-1.9	i
COc1ccccc1Cn1c(=S)[nH]c2cc(C(=O)N3CCCC3)ccc2c1=O	i	-10	5%	-1	-1%	-2%	-0.8	-4%
CCn1ncc(C(=O)Nc2cccc(Cl)c2)c1C	i	-9	2%	2	14%	-4%	3.1	-15%
CC(C)c1cc2cc3ccc(=O)oc3cc2o1	i	3	0%	6	8%	-2%	-2.1	-16%
O=C(c1ccc2c(=O)n(CCc3ccccc3)c(=O)[nH]c2c1)N1CCN(c2ccccc2)CC1	i	5	-5%	-15	1%	0%	-1.0	-53%[inhibitor]
N/C(=N\N=C\c1ccc2c(c1)OCO2)c1nonc1N	i	-12	4%	-4	-8%	-2%	-0.2	-41%
Cc1ccccc1C(=O)NC1CCN(CC(=O)NC2CCCCC2)CC1	i	?	4%	-18	8%	-3%	0.9	-35%[inhibitor]
CC(C)N(C(=O)[C@H]1C[C@H](CC(=O)NCCC2=CCCCC2)C(=O)N2CCc3c([nH]c4cc(CCC(=O)N(C)C)ccc34)[C@]12C)C(C)C	i	-1	-2%	1	-7%	-1%	0.0	i
Cc1ccc(NC2=C(Cl)C(=O)OC2OC(=O)c2ccco2)c(C)c1 (centres undefined)	i	-7	0%	1	3%	nt	1.1	i
O=C(CCl)Nc1cn(-c2ccccc2)nc1-c1ccc(F)cc1	i	-10	9%	2	-20%	0%	0.7	-12%
CCOC(=O)c1ccc(Nc2cnc3ccccc3n2)cc1	i	-4	-6%	7	1%	-3%	-5.6	-24%

Next section
Structure	pAkt inh	DRD3 antagonist	EPAC2 agonist	DRD3 agonist	EPAC2 antagonist	MmCpn inh	CCT chaperon mod	PTHR1 agonist
CCN(c1ccc(OC)cc1)S(=O)(=O)c1nnc(NC(=O)c2ccc(C)cc2)s1	nt	0	-1%	3	-7%	1%	-0.6	-18%
COc1ccc(/C=C/C(=O)N2CCC(C(N)=O)CC2)cc1S(=O)(=O)N1CCOCC1	i	-4	3%	-9	6%	-7%	-0.8	i
COCCn1c(C)cc(/C=C(\C#N)C(=O)OC(C)C(=O)Nc2ccc(NC(C)=O)cc2)c1C (centres undefined)	i	-1	-6%	-3	26%	-1%	-2.8	-8%
CCOC(=O)C1(CCOc2ccccc2)CCN(Cc2cc(OC)cc(OC)c2)CC1	i	-4	0%	-16	-21%	0%	1.1	-47%[inhibitor]
CC(C)Cc1ccc(-c2cc3nc(NCCCn4ccnc4)ccn3n2)cc1	i	38	1%	-1	-18%	nt	2.0	-9%
CCCc1nn2c(=O)cc(CSCC(=O)Nc3ccc(F)cc3)nc2s1	i	-19	0%	-14	3%	-1%	0.8	i
O=C(CCc1ccccc1)Nc1ccccc1C(F)(F)F	i	4	8%	2	-5%	-7%	0.9	i
COc1ccc(N2C[C@H](Cc3ccccc3)[C@@H](CC(=O)Nc3ccccc3)C2=O)cc1	i	-1	20%	-14	1%	nt	-4.1	-27%
CCNc1nc(NCC)nc(SCCOC(=O)COc2ccc(Cl)cc2Cl)n1	i	10	18%	13	-20%	0%	-2.5	i
C[C@H](CO)N1C[C@H](C)[C@@H](CN(C)C(=O)Nc2ccc3c(c2)OCO3)Oc2ccc(NS(=O)(=O)c3cn(C)cn3)cc2C1=O	i	12	-2%	10	-2%	1%	-1.2	i
O=c1[nH]c(SCc2ccc([N+](=O)[O-])cc2)nc2[nH]ncc12	i	2	5%	1	7%	2%	-1.4	i
Cc1ccc(CNC(=O)CO/N=C/c2ccc(C(C)(C)C)cc2)cc1	i	-28	-12%	0	24%	2%	-0.1	-61%[inhibitor]
O=C(COC(=O)c1ccccc1OCc1ccccc1Cl)NC1CC1	i	15	-5%	3	0%	-3%	-0.9	-2%[57.5 µM]
O=C1CCC(C(=O)N2CCC(CO)CC2)CN1Cc1ccc(Cl)cc1 (centres undefined)	i	-2	2%	0	2%	-1%	-2.8	-17%
Cc1cccc(-n2c(C)cc(C=C(C#N)C#N)c2C)c1	i	-11	-6%	1	-4%	-1%	-3.0	-23%
CC1CCC(C(C)C)C(OC(=O)CSc2n[nH]c(=O)[nH]c2=O)C1 (centres undefined)	i	30	4%	2	-10%	4%	0.1	-21%[57.5 µM]
Cc1cccc(-n2nc3c(c2NC(=O)c2c(F)cccc2F)CS(=O)(=O)C3)c1C	i	-23	1%	4	5%	-1%	0.3	i
O=C(O)c1cccc(S(=O)(=O)N2CCc3ccccc3C2)c1	i	-10	4%	-12	4%	1%	2.9	-12%
CC(=O)N1CCOc2ccc(S(=O)(=O)Nc3ncccc3C)cc21	i	9	-5%	1	12%	2%	-1.9	i
COc1ccc(C(=O)C(CCCCC(CN(C)C)C(=O)c2ccc(OC)cc2)CN(C)C)cc1 (centres undefined)	i	?	0%	-13	4%	-1%	-2.2	i
CSc1ccccc1C(=O)NCc1ccccc1C	i	-15	7%	-10	-3%	0%	-4.8	i
COc1ccc(C2C3=C(CC(C)(C)CC3=O)Oc3ncn(Cc4ccccc4)c(=N)c32)cc1 (centres undefined)	i	-8	-10%	-8	2%	-2%	-4.5	i
COc1ccc(C(=O)c2c3ccc([N+](=O)[O-])cc3[n+]([O-])n2CCCC(N)=O)cc1	i	-2	6%	-6	6%	-3%	-1.6	5%
Cc1ccc(S(=O)(=O)N/N=C\c2cc([N+](=O)[O-])ccc2Cl)cc1	i	-63*	6%	-13	0%	1%	2.6	i
Cc1ccccc1S(=O)(=O)Cc1ccc(C(=O)NCCN(Cc2ccccc2)C(C)C)o1	i	?	9%	-20	6%	-2%	-1.2	i
CCN(CC)CC(=O)c1c(N)n(Cc2ccccc2)c(=O)n(C)c1=O	i	8	3%	-4	-1%	3%	2.5	-11%
CCOC(=O)C(=CNc1cscc1S(=O)(=O)C(C)C)C(=O)OCC	i	-17	-1%	-8	6%	-2%	-1.0	i
Fc1cccc(CSc2ccc(-c3ccco3)nn2)c1	i	32	0%	5	10%	0%	-0.1	-23%
COc1ccc(C(CCNCc2ccc(N(C)C)cc2)c2ccccc2)cc1 (centres undefined)	i	-6	3%	-2	5%	-3%	-0.8	-9%
Cc1cc(-c2cc(C(=O)NCc3ccccc3)on2)nc(NC2CCCC2)n1	i	-8	21%	0	5%	-1%	-1.3	-26%

Other compounds follow:
Structure	pAkt inh	DRD3 antagonist	EPAC2 agonist	DRD3 agonist	EPAC2 antagonist	MmCpn inh	CCT chaperon mod	PTHR1 agonist
COc1ccccc1/C=N/NC(=O)CC(=O)NC1CCCCC1	i	-13	3%	-5	2%	0%	2.0	?
CCCN1C(=O)c2cc(C(=O)NC3CCCCCC3)ccc2C1O (centres undefined)	i	9	9%	-5	-5%	-1%	0.8	-87%[inhibitor]
COc1ccccc1CNS(=O)(=O)c1cc2c3c(c1)C(C)C(=O)N3CCC2 (centres undefined)	i	0	-2%	0	5%	2%	-5.5	-9%
CCCN1CCN(C(=O)Cn2cccc2C(=O)c2ccccc2)CC1	i	-14	7%	3	8%	0%	0.5	i

Source: PubChem (National Center for Advancing Translational Sciences (NCATS))
